# From PubChem
# TRPC4 inh – inhibitors of mouse TRPC4 channel, primary screen, Fluo4 calcium, HEK293 TRPC4beta/mu-opioid cells; DAMGO-evoked Fluo4 calcium flux; hits give low values; B-score at 10 µM; 300,000 tested, 0.39% active;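 active means B-score over 3 SD under the library average, no early fluorescence shift, positive overall ratio signal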
#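 Assay system: HEK293 cells with stable TRPC4beta plus mu-opioid receptor expression; Probe or stimulus: DAMGO in two steps, submaximal then maximal; Dosing: single-point compound dosing; Measured by: Fluo4 calcium-dye fluorescence, kinetic read; Read-out basis: B score from integrated Fluo4 fluorescence ratio.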
# ANO1 block – TMEM16A chloride channel inhibitors, primary screen, cell-based, HTS; Anoctamin-1 (Mus musculus), Q8BHY3; AID 588511, 2011; normalized B-score (activity score, 25-100; higher = stronger inhibition) at 10 µM; 310,000 tested, 1.2% active; HEK293 TMEM16A/YFP iodide influx fluorescence, ionomycin;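 active means ratio plate-corrected score three or more library SD toward inhibition, starting fluorescence score within five deviations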;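 further: score derived from kinetic fluorescence span divided by baseline fluorescence per well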
# TRPC6 inhibitor – mouse TRPC6 channel inhibitors, primary screen, cell-based, HEK293, membrane potential dye | 310,000 tested, 1.1% active | ACh-evoked depolarization; hits give low values | AID 2553, 2010 | B-score at 10 µM;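 active means B-score under library mean minus 3 SD, initial fluorescence not abnormally high, positive integrated signal ratio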;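 further: B-score derived from integrated fluorescence ratio over the kinetic read; more negative B-score means stronger inhibition of depolarization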
# MrgX1 antagonist – antagonists of human MrgX1 receptor, primary screen, HEK293 cells, Fluo-4 calcium flux; Mas-related G-protein coupled receptor member X1 (Homo sapiens), Q96LB2; BAM8-22 antagonism; hits give low values; B-score at 10 µM; 310,000 tested, 1.3% active;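 active means calcium-response B-score plate-corrected more than 3 library SD below zero, starting fluorescence within 5 deviations, no agonist response on first addition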;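 further: peak minus trough fluorescence over baseline after final BAM8-22 challenge near maximal dose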
# Target sequence (Q96LB2 whole entry, looked up): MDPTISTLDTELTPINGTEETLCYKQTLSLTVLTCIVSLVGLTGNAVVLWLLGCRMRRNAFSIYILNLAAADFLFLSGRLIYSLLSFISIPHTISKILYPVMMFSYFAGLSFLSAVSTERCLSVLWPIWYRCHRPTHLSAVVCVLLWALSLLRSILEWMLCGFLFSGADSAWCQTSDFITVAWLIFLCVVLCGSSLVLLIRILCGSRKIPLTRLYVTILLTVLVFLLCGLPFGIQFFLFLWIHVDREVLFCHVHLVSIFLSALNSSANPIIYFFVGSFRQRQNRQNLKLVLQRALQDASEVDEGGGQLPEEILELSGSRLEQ
# TRPC6 activator – mouse TRPC6 channel activators, primary screen, cell-based, HEK293, membrane potential dye | B-score at 10 µM | 310,000 tested, 0.13% active | Short transient receptor potential channel 6 (Mus musculus), Q61143 | HEK293-TRPC6 membrane potential dye fluorescence; hits give high values;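 active means B-score of the integrated fluorescence ratio above library mean plus 3 SD, and starting fluorescence ratio within library mean plus 5 SD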;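 further: higher score means more depolarization so channel activation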
# TRPC4 act – activators of mouse TRPC4 channel, primary screen, Fluo4 calcium, HEK293 TRPC4beta/mu-opioid cells. B-score at 10 µM. Fluo4 calcium fluorescence; hits give high values. Short transient receptor potential channel 4 (Mus musculus), Q9QUQ5. 310,000 tested, 0.49% active;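 active means B-score above 5 SD of library B-scores, and initial fluorescence ratio not above library mean plus 5 SD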;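 further: positive B-score marks a calcium rise read as TRPC4 activation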
#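 System: HEK293 cells stably co-expressing mouse TRPC4beta and mu-opioid receptor; Schedule: Fluo4 dye loading 45 min at room temperature, 110 s recording; Detection: Fluo4 fluorescence, kinetic; Evaluation: B-scored integrated calcium fluorescence ratio; Controls: buffer (low) and maximal DAMGO (high).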
# MrgX1 PAM – positive allosteric modulators of MrgX1, primary screen, HEK293 cells, Fluo-4 calcium flux | FDSS; hits give high values | B-score at 10 µM | 310,000 tested, 0.63% active;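 active means plate-corrected calcium response at least 3 library SD above typical, normal starting fluorescence, not activating the receptor alone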;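 further: compound read alongside a low EC10 to EC30 dose of BAM8-22 agonist; peak minus trough fluorescence over baseline measured at the second addition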
# MrgX1 ag – agonists of human MrgX1 receptor, primary screen, HEK293 cells, Fluo-4 calcium flux; Mas-related G-protein coupled receptor member X1 (Homo sapiens), Q96LB2; Fluo-4 calcium fluorescence, agonist mode; hits give high values; B-score at 10 µM; 310,000 tested, 0.44% active; AID 588627, 2011;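 active means calcium response B-score plate-corrected fluorescence ratio at least 3 library SD, with starting fluorescence B-score inside 5 SD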
#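 Material – MrgX1-expressing HEK293 cells · Input – 15,000 cells seeded per well · Dosing – compound as first of three additions · Times – overnight seeding, then 1 h dark dye loading · Measured by – kinetic Fluo-4 NW fluorescence of intracellular calcium · Read-out – B-scored fluorescence response ratio · Benchmarks – positive and negative control wells on each plate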
# ANO1 activ – TMEM16A chloride channel activators or potentiators, primary screen, cell-based, HTS. 340,000 tested, 0.3% active. HEK293 TMEM16A/YFP-H148Q/I152L, iodide quench fluorescence; hits give low values. B-score at 10 µM. AID 623877, 2012. Anoctamin-1 (Mus musculus), Q8BHY3;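 active means fluorescence-ratio B-score plate-corrected deviation score at least 3 library SD below zero, with starting fluorescence score within 5 deviations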;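 further: channel opened by trigger with iodide after compound preincubation; score built on the fluorescence ratio of max minus min over baseline; more negative score means more quench and so TMEM16A activation or potentiation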
# SKKanGAS inh – S. pyogenes SKKanGAS growth inhibitors in kanamycin, primary screen, streptokinase expression inhibitor project, SKKanGAS strain, BacTiter-Glo luminescence. 6 h. inhibition, % at 7.5 µM. 300,000 tested, 1.3% active. AID 1662, 2009;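 active means mean replicate score, as percent of positive control median, at least 50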;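 further: strain carries kanamycin resistance gene driven by streptokinase promoter and grows in 40 µg/ml kanamycin; loss of luminescence reflects streptokinase promoter inhibition or plain growth inhibition; 0% = median of DMSO wells and 100% = positive control at its reference dose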
# TRPC4 PAM – positive allosteric modulators of TRPC4, primary screen, cell-based, mouse TRPC4beta, HEK293 mu-opioid, Fluo-4 calcium. AID 2227, 2009. DAMGO EC20, Fluo-4 Ca2+ flux; hits give high values. 310,000 tested, 0.42% active. B-score at 10 µM;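 active means B-score of calcium response area above 5 SD of library B-scores, with initial fluorescence ratio within 5 SD of library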;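 further: B-score of integrated fluorescence ratio over time as area under calcium response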
# Numbers without * were called inactive; i = inactive.
# Order of values: MrgX1 antagonist, TRPC4 act, ANO1 activ, MrgX1 ag, ANO1 block, TRPC6 inhibitor, SKKanGAS inh, TRPC6 activator, TRPC4 inh, MrgX1 PAM, TRPC4 PAM
CCOc1ccc(/C=C2\SC(=S)N(CCC(=O)Nc3ccc(C(=O)O)cc3)C2=O)cc1
  i, i, i, i, i, i, 17, i, i, i, i
CCOC(=O)c1cc2c(ccn2C)n1Cc1ccccc1Cl
  i, i, i, i, i, i, -6, i, i, i, i
CCCc1ccc(-c2cc(N)n[nH]2)cc1
  i, i, i, i, i, i, 113*, i, i, i, i
O=C(COC(=O)c1cccc(F)c1)NC1CC1
  i, i, i, i, i, i, 1, i, i, i, i
Cc1ccc(N2C(=O)CC(Sc3nccc(C)n3)C2=O)cc1 (stereo unspecified)
  i, i, i, i, i, i, 0, i, i, i, i
Cc1noc(C)c1COc1ccccc1C(=O)N1CCN(S(=O)(=O)c2ccccc2C(F)(F)F)CC1
  i, i, i, i, i, i, -6, i, i, i, i
COc1ccc(/C=C2\SC(=S)N(CCCC(=O)Nc3ccccn3)C2=O)cc1OC
  i, i, i, i, i, i, 24, i, i, i, i
O=C(CCc1nc2ccccc2[nH]1)NCc1ccc2c(c1)OCO2
  i, i, i, i, i, i, -3, i, i, i, i
Cc1ccc(S(=O)(=O)N2CCC(C(=O)NCc3ccncc3)CC2)cc1
  i, i, i, i, i, i, 0, i, i, i, i
COc1ccc(OC)c(NC(=O)Cc2ccc(NC3=NC4CS(=O)(=O)CC4S3)cc2)c1 (stereo unspecified)
  i, i, i, i, i, i, 4, i, i, i, i
CN1CCN(/N=C/c2nc(-c3ccccc3Cl)n3ccccc23)CC1
  i, i, i, i, i, i, -10, i, i, i, i
COc1ccc(Oc2ncc(CN3CCN(c4ccccc4)CC3)s2)cc1
  i, i, i, i, i, i, -2, i, i, i, i
CCOC(=O)c1c(C#N)c(SCC(=O)Nc2ccc(OC)cc2)nc2c1CN(CC)CC2
  i, i, i, i, i, i, -5, i, i, i, i
COc1ccc(CCC(=O)NNC(=O)Nc2ccccc2Cl)cc1
  i, i, i, i, i, i, 3, i, i, i, i
O=C(COc1ccccc1)NCCc1nc2ccccc2[nH]1
  i, i, i, i, i, i, -3, i, i, i, i
Cc1ccc(/C=N/NC(=O)CSc2ccccn2)o1
  i, i, i, i, i, i, 3, i, i, i, i
Cn1nc([N+](=O)[O-])nc1Sc1ccc(Cl)cc1
  i, i, i, i, i, i, -7, i, i, i, i
CCOc1cc(NC(=S)NCCCN2CCOCC2)c(OCC)cc1NC(=O)C1CCCCC1
  i, i, i, i, i, i, 7, i, i, i, i
CC(C)(C)CC(C)(C)c1ccc(O)c(CN2CCN(CCC#N)CC2)c1
  i, i, i, i, i, i, 4, i, i, i, i
Cc1cccc(N2CCN(S(=O)(=O)c3ccc4c(c3)CCCN4C(=O)C3CCC3)CC2C)c1 (stereo unspecified)
  i, i, i, i, i, i, 10, i, i, i, i
CCOC(=O)C1CCN(CCCSc2ccccc2)CC1
  i, i, i, i, i, i, -3, i, i, i, i
CCCOc1ccc(N2C(=O)CC(SCC(N)C(=O)OCC)C2=O)cc1 (stereo unspecified)
  i, i, i, i, i, i, 0, i, i, i, i
O=C(NN=C1CCCC1)NC1CCCCC1
  i, i, i, i, i, i, 6, i, i, i, i
CC(=O)Nc1ccc(NC(=O)C(=O)N/N=C/c2cccnc2)cc1
  i, i, i, i, i, i, -6, i, i, i, i
C(=N\N1CCN(Cc2cccc3ccccc23)CC1)/c1cccs1
  i, i, i, i, i, i, 6, i, i, i, i
CCN(Cc1ccccc1)c1ccc(/C=C(\C#N)c2ccccn2)cc1
  i, i, i, i, i, i, -1, i, i, i, i
Cc1ccc(-c2noc(CSc3nc(N)cc(N)n3)n2)cc1
  i, i, i, i, i, i, 1, i, i, i, i
C=CCn1c(COc2ccc(F)cc2)nnc1SCC(=O)Nc1cccc(S(N)(=O)=O)c1
  i, i, i, i, i, i, 20, i, i, i, i
Cc1ccc(NC(=O)NNc2cccc(Cl)n2)cc1
  i, i, i, i, i, i, 3, i, i, i, i
O=C(C1CCN(Cc2ccc(Cl)cc2)CC1)N1CCN(C(c2ccccc2)c2ccccc2)CC1
  i, i, i, i, i, i, 11, i, i, i, i
CC(C)CCC(CC(C)O)c1n[nH]c(=S)n1-c1ccccc1 (stereo unspecified)
  -4.9*, i, i, i, i, i, -7, i, i, i, i
COc1ccc(-c2cc(=O)oc3cc(OC(C)C(=O)NCC4CCC(C(=O)O)CC4)ccc23)cc1 (stereo unspecified)
  i, i, i, i, i, i, 25, i, i, i, i
CCCCn1c(=N)n(CC(=O)C(C)(C)C)c2ccccc21
  i, i, i, i, i, i, -3, i, i, i, i
Cc1cccc(N(Cc2ccccc2)C(=O)c2cc(S(=O)(=O)N3CCOCC3)ccc2Cl)c1
  i, i, i, i, i, i, -19, i, i, i, i
O=[N+]([O-])c1ccc(N2CCN(CCO)CC2)cc1NCc1ccco1
  i, i, i, i, i, i, 0, i, i, i, i
CC(C)NC(=O)Cn1nc(C(F)(F)F)c2c1CCC2
  i, i, i, i, i, i, -5, i, i, i, i
CCOC(=O)c1[nH]c(C)c(/C(O)=C2\C(=O)C(=O)N(CCN(C)C)C2c2cccc(OC)c2OC)c1C (stereo unspecified)
  i, i, i, i, i, i, 1, i, i, i, i
COCCN(CCOC)c1nc(-c2ccccc2)nc2ccccc12
  i, i, i, i, i, i, -3, i, i, i, i
CN(C)/C=C1/NC(=S)NC1=O
  i, i, i, i, i, i, -5, i, i, i, i
CCOC(=O)c1ccc(Nc2nnc3nc(C)cc(C)n23)cc1
  i, i, i, i, i, i, 5, i, i, i, i
CSc1cccc(NS(=O)(=O)c2cc(Br)cnc2N)c1
  i, i, i, i, i, i, 2, i, i, i, i
OCc1ccnc2c(O)cccc12
  i, i, i, i, i, i, -1, i, i, i, i
CCOc1ccc(NC(=O)CN(C)C(=O)c2ccccc2SCC(=O)N2CCCC2)cc1OCC
  i, i, i, i, i, i, -2, i, i, i, i
Cc1nn(-c2ccc(F)cc2)c(Cl)c1/C=N/NC(=O)c1cccs1
  i, i, i, i, i, i, -1, i, i, i, i
Cc1ccc(-n2nc(C)c3c2OC(N)=C(C#N)C3c2ccccc2F)cc1 (stereo unspecified)
  i, i, i, 27*, i, i, 1, i, i, i, i
CC(=O)OCCc1c2ccccc2c(CCCN(C)C)c2ccccc12
  i, i, i, i, i, -6.1*, 1, i, i, i, i
Cc1ccc(N(C(=O)Cn2nnc(-c3cccs3)n2)C(C(=O)NC2CCCC2)c2ccncc2)cc1 (stereo unspecified)
  i, i, i, i, i, i, -1, i, i, i, i
Cc1cc(NC(=O)C2C3C(=O)N(c4cccnc4)C(C(=O)NC(C)(C)C)C34C=CC2(C)O4)no1 (stereo unspecified)
  i, i, i, i, i, i, 1, i, i, i, i
COc1cccc(C(=O)NNC(=O)C(=O)Nc2ccc(OC)cc2OC)c1
  i, i, i, i, i, i, 0, i, i, i, i
O=c1nc2n(c3ncccc13)CCCCC2
  i, i, i, i, i, i, -1, i, i, i, i
COc1ccc(CNC(=O)N[C@@H](CC(C)C)C(=O)O)cc1OC
  i, i, i, i, i, i, -9, i, i, i, i
Cn1c(=O)c(C(=O)CSc2nncs2)c(N)n(Cc2ccccc2)c1=O
  i, i, i, i, i, i, 3, i, i, i, i
Nn1c(SCC(=O)Nc2ccccc2F)nc2ccccc2c1=O
  i, i, i, i, i, i, -9, i, i, i, i
Cc1ccc2nc(-c3ccc(SCC(=O)Nc4ccc5c(c4)OCCO5)nc3)[nH]c2c1
  i, i, i, i, i, i, 19, i, i, i, i
O=C(Nc1c2c(nn1-c1ccccc1)CS(=O)(=O)C2)c1cccs1
  i, i, i, i, i, i, -1, i, i, i, i
CN1CN(C)C(c2ccncc2)=C1c1ccncc1
  i, i, i, i, i, i, 0, i, i, i, i
OCCN(Cc1ccccc1)c1ncnc2sccc12
  i, i, i, i, i, i, 5, i, i, i, i
O=C(COc1ccccc1Cl)NC(=S)Nc1cccc(NC(=O)c2ccccc2Cl)c1
  i, i, i, i, i, i, 11, i, i, i, i
C=C(C)CNC(=S)N1CCN(C(c2ccccc2)c2ccccc2)CC1
  i, i, i, i, i, i, -23, i, i, i, i
COc1ccc(CNC(=S)NCc2ccc(OC)cc2)cc1
  i, i, i, i, i, i, 3, i, i, i, i

# (listing goes on)
# Order of values: MrgX1 antagonist, TRPC4 act, ANO1 activ, MrgX1 ag, ANO1 block, TRPC6 inhibitor, SKKanGAS inh, TRPC6 activator, TRPC4 inh, MrgX1 PAM, TRPC4 PAM
CCCc1cc(C(=O)N2CCCC(C(=O)c3ccc(Cl)cc3)C2)n(C)n1 (stereo unspecified)
  i, i, i, i, i, i, -4, i, i, i, i
O=[N+]([O-])c1cccc(S(=O)(=O)Nc2ccc(-c3ccc(N4CCCC4)nn3)cc2)c1
  i, i, i, i, i, i, 2, i, i, i, i
CC(C)(C)c1nc2sc3c(c2c(=O)o1)CCCC3
  i, i, i, i, i, i, 20, i, i, i, i
S=C(NC1CCCCC1)NC1CC2CCC(C1)N2Cc1ccccc1 (stereo unspecified)
  i, i, i, i, i, i, -2, i, i, i, i

# An unsorted share of the library; overall some 6.7% were active at least once.
